High-throughput results deposited in PubChem by The Scripps Research Institute Molecular Screening Center.
LYPLA1 counter: LYPLA1 inhibitors, primary screen, counter-screen for PME1 inhibitor project, biochemical, fluorescence polarization, FP-Rh probe ABPP; recombinant LYPLA1; AID 2174, 2009; 0.16% of 320,000 active; Acyl-protein thioesterase 1 (Homo sapiens), O75608; inhibition, % at 5.9 µM;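 active = inhibition above the mean of all tested compounds plus 3 SD, set per campaign, cut at about 14% in these data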;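 note: inhibitors block serine hydrolase probe labeling of LYPLA1 so polarization falls; 0% = enzyme with DMSO and 100% = wells lacking LYPLA1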
Target sequence (O75608 whole entry, looked up): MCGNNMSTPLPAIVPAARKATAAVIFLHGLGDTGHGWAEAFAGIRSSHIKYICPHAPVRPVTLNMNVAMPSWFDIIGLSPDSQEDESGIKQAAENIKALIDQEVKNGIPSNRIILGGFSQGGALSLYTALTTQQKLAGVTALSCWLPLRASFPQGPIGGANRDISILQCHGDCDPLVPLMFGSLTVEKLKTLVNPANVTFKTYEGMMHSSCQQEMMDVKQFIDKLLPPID
PAD4 inh: human PAD4 inhibitors, primary screen, biochemical, fluorescence polarization, 1536-well format; recombinant PAD4, RCA probe fluorescence polarization; 0.41% of 330,000 active; AID 485272, 2010; inhibition, % at 6.36 µM; Protein-arginine deiminase type-4 (Homo sapiens), Q9UM07;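 active = percent inhibition above a cutoff equal to the mean of all tested compounds plus 3 SD, cut at about 15% in these data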;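 note: 0% = PAD4 with RCA probe and DMSO and 100% = probe without PAD4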
LYPLA2 counter: LYPLA2 inhibitors, primary screen, counter-screen for PME1 inhibitor project, biochemical, fluorescence polarization, FP-Rh probe ABPP; recombinant LYPLA2; inhibition, % at 5.9 µM; 0.38% of 320,000 active; AID 2177, 2009;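 active = inhibition above the screen-wide mean plus 3 SD, limit set per campaign, cut at about 26% in these data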;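 note: 0% = LYPLA2 with DMSO and 100% = wells lacking LYPLA2 enzyme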
Target sequence (O95372 whole entry, looked up): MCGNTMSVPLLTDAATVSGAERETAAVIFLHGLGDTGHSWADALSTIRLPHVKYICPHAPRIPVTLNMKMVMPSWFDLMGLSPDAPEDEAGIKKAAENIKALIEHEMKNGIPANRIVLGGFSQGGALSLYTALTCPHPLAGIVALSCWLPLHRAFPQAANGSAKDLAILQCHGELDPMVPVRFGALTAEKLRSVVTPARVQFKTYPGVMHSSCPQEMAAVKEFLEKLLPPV
GSTO1 counter: inhibitors of recombinant GSTO1, primary screen, counter-screen for RBBP9 inhibitor project, biochemical, fluorescence polarization; Glutathione S-transferase omega-1 (Homo sapiens), P78417; activity-based probe fluorescence polarization; 1.1% of 300,000 active; inhibition, % at 5.96 µM;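 active = inhibition above the campaign mean inhibition plus 3 SD, cut at about 35% in these data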;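 note: 0% = GSTO1-1 with DMSO and 100% = wells lacking GSTO1-1 enzyme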
PAFAH2 FP inh: PAFAH2 enzyme inhibitors, primary screen, biochemical, fluorescence polarization, human. Platelet-activating factor acetylhydrolase 2, cytoplasmic (Homo sapiens), Q99487. inhibition, % at 3.39 µM. recombinant PAFAH2, FP-rhodamine activity probe. 0.99% of 340,000 active;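 active = inhibition above the mean over all tested compounds plus 3 SD, cut at about 30% in these data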;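 note: inhibitors block probe labeling of enzyme so polarization drops; 0% = enzyme with DMSO and 100% = wells lacking PAFAH2 protein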
PAFAH1B3 FP inh: PAFAH1B3 enzyme inhibitors, primary screen, biochemical, fluorescence polarization, human | AID 492972, 2010 | inhibition, % at 3.39 µM | 0.28% of 340,000 active | recombinant PAFAH1B3, FP-rhodamine probe | Platelet-activating factor acetylhydrolase IB subunit alpha1 (Homo sapiens), Q15102;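 active = inhibition above the screen-wide average of all tested compounds plus 3 SD, cut at about 25% in these data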;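 note: 0% = enzyme with DMSO only and 100% = wells lacking PAFAH1B3 protein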
Target sequence (Q15102 whole entry, looked up): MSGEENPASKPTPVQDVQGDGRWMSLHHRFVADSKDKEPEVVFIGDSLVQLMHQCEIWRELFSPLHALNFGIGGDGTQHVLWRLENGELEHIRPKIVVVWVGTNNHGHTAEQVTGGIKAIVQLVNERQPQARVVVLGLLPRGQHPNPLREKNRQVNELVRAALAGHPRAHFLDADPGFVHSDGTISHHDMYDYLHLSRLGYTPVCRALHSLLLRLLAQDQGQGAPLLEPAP
pPAFAH FP inh: pPAFAH enzyme inhibitors, primary screen, biochemical, fluorescence polarization, human | Platelet-activating factor acetylhydrolase (Homo sapiens), Q13093 | recombinant pPAFAH, FP-rhodamine probe fluorescence polarization | inhibition, % at 3.39 µM | 1.5% of 330,000 active;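 active = inhibition above the mean inhibition across the screen plus 3 SD, cut at about 25% in these data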;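 note: inhibitors block binding of the rhodamine activity-based probe so polarization drops; 0% = enzyme with DMSO and 100% = wells lacking pPAFAH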
PME-1 primary: PME-1 inhibitors via competitive probe labeling, primary screen, biochemical, fluorescence polarization, FP-Rh probe, HTS; AID 2130, 2009; recombinant PME-1; Protein phosphatase methylesterase 1 (Homo sapiens), Q9Y570; 0.53% of 320,000 active; inhibition, % at 5.9 µM;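 active = inhibition above the campaign mean of all compounds plus 3 SD, cut at about 26% in these data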;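 note: competitive labeling of PME-1 active site by serine hydrolase directed probe; 0% = PME-1 with DMSO and 100% = wells lacking PME-1 enzyme; inhibitors block probe labeling so polarization falls and inhibition rises; many of its hits are not listed in these tables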
PAFAH1B2 inh: PAFAH1B2 enzyme inhibitors, primary screen, biochemical, fluorescence polarization, human. Platelet-activating factor acetylhydrolase IB subunit alpha2 (Homo sapiens), P68402. 1.2% of 340,000 active. inhibition, % at 3.39 µM. AID 492953, 2010. recombinant PAFAH1B2, FP-rhodamine activity probe;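 active = inhibition above the mean of all tested compounds plus 3 SD, cut at about 24% in these data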;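 note: 0% = enzyme with DMSO and 100% = wells lacking PAFAH1B2; many of its hits are not listed in these tables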
Target sequence (P68402 whole entry, looked up): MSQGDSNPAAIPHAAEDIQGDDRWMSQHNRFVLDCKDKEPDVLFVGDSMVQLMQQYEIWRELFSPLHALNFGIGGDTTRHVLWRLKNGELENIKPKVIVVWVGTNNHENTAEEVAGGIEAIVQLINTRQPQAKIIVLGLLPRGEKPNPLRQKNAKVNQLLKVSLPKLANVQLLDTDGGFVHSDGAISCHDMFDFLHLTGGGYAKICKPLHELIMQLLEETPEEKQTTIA
Numbers without * were called inactive; x = no result given.

SMILES | LYPLA1 counter | PAD4 inh | LYPLA2 counter | GSTO1 counter | PAFAH2 FP inh | PAFAH1B3 FP inh | pPAFAH FP inh | PME-1 primary | PAFAH1B2 inh
CC12CCC(=O)N1C(C(=O)Nc1ccc(Cl)c(S(=O)(=O)N3CCCCC3)c1)CS2 (stereo not given) | 1 | -1 | 0 | 0 | 4 | 7 | 12 | 10 | -2
CC(C)(C)SCCNC(=O)COc1ccccc1 | 3 | 3 | 1 | -3 | 4 | 7 | 0 | 4 | 8
COc1ccccc1OCCn1c(SCC(=O)O)nc2ccccc21 | 0 | -5 | 1 | 8 | 0 | 13 | 12 | -9 | -5
O=c1c2ccccc2[nH]c2ccccc12 | 1 | 1 | 5 | -3 | -2 | 5 | -5 | 0 | -1
COc1ccc(OC)c(C(C)NC(=O)c2ccc(Br)cc2)c1 (stereo not given) | 0 | -3 | 4 | 5 | 7 | 6 | 7 | 0 | 1
O=C1C(c2ccc(F)cc2)N(Cc2ccc3c(c2)OCO3)C(=O)CN1C1CCCCC1 (stereo not given) | 1 | -4 | -1 | -2 | 0 | -2 | 4 | 2 | -1
CCCCCCSc1ccc([C@@H]2[C@@H]3C(=O)N(CC)C(=O)[C@@H]3[C@]3(C(=O)OC)CCCCN23)cc1OC | -2 | 0 | -7 | -5 | 4 | 4 | 27* | -7 | 6
COc1ccc2nc(Nc3nc(CSc4ccc(C)cc4)cc(=O)[nH]3)nc(C)c2c1 | 2 | -5 | -6 | -3 | -6 | -4 | 0 | -7 | 3
Cc1nnc(SCC(=O)Nc2ccc(N3CCOCC3)cc2)n1Cc1ccccc1 | 0 | 4 | 2 | x | 3 | 1 | 1 | 4 | 7
OCCCNCc1ccc(Cl)cc1Cl | -2 | -2 | -3 | 5 | -4 | 7 | -1 | -5 | -2
COc1cc(CNC2CCCC2)cc(Cl)c1OCc1ccc(F)cc1 | 0 | 2 | 0 | 9 | 0 | 1 | 4 | 6 | 4
Cc1sc2nc(C(C)C)nc(SCC(=O)NC3CC3)c2c1C | 2 | -2 | -1 | 7 | -9 | 7 | 1 | 0 | 0
C[C@H]1CN([C@@H](C)CO)C(=O)c2cccc(NC(=O)c3ccc(-c4nccs4)cc3)c2O[C@@H]1CN(C)C(=O)Nc1cccc2ccccc12 | x | 5 | x | x | 1 | 3 | 5 | x | 7
CN(C)c1ccc(C(=O)NCC(c2cccs2)N2CCOCC2)cc1[N+](=O)[O-] (stereo not given) | 1 | 1 | 5 | -2 | -9 | 4 | 9 | -3 | 2
NC(=O)C1CCN(CC(=O)N2N=CCC2c2ccccc2)CC1 (stereo not given) | -3 | -1 | -4 | 6 | 3 | 3 | 3 | 3 | 9

Ordered by length of the SMILES (ascending): some entries from above
SMILES | LYPLA1 counter | PAD4 inh | LYPLA2 counter | GSTO1 counter | PAFAH2 FP inh | PAFAH1B3 FP inh | pPAFAH FP inh | PME-1 primary | PAFAH1B2 inh
COc1ccccc1OCCn1c(SCC(=O)O)nc2ccccc21 | 0 | -5 | 1 | 8 | 0 | 13 | 12 | -9 | -5
COc1ccc(OC)c(C(C)NC(=O)c2ccc(Br)cc2)c1 (stereo not given) | 0 | -3 | 4 | 5 | 7 | 6 | 7 | 0 | 1
CN(C)c1ccc(C(=O)NCC(c2cccs2)N2CCOCC2)cc1[N+](=O)[O-] (stereo not given) | 1 | 1 | 5 | -2 | -9 | 4 | 9 | -3 | 2
CC12CCC(=O)N1C(C(=O)Nc1ccc(Cl)c(S(=O)(=O)N3CCCCC3)c1)CS2 (stereo not given) | 1 | -1 | 0 | 0 | 4 | 7 | 12 | 10 | -2
C[C@H]1CN([C@@H](C)CO)C(=O)c2cccc(NC(=O)c3ccc(-c4nccs4)cc3)c2O[C@@H]1CN(C)C(=O)Nc1cccc2ccccc12 | x | 5 | x | x | 1 | 3 | 5 | x | 7

More results
SMILES | LYPLA1 counter | PAD4 inh | LYPLA2 counter | GSTO1 counter | PAFAH2 FP inh | PAFAH1B3 FP inh | pPAFAH FP inh | PME-1 primary | PAFAH1B2 inh
C=CCNC(=O)C1CCN(S(C)(=O)=O)CC1 | -2 | 4 | 3 | -1 | -4 | 6 | -6 | -4 | 1
O=C(Nc1ccc(Cl)cc1)OCc1cc(-c2ccccc2Cl)on1 | -1 | 3 | -5 | -5 | -8 | 5 | 2 | -6 | -2
CC1CCCCN1C(=O)COc1ccccc1F (stereo not given) | 1 | 1 | 2 | 5 | 3 | 10 | -3 | -2 | 8
O=C(CSc1nnc(-c2ccncc2)o1)Nc1ccccc1C(F)(F)F | 0 | -1 | 3 | 12 | -7 | 3 | 2 | 1 | 2
COCCCNC(=O)CSC1=Nc2ccccc2C2=NC(c3ccccc3)C(=O)N12 (stereo not given) | -3 | 1 | -3 | 10 | -1 | 3 | -3 | -6 | 4
CCOC(=O)NCCc1ccc(OC)cc1 | 1 | 0 | -3 | -1 | 4 | 11 | -2 | -12 | 2
CCN1CCN(C(=O)c2ccccc2N(Cc2ccccc2)S(=O)(=O)c2ccc(C)cc2)CC1 | -5 | 0 | 1 | 4 | -2 | 1 | -3 | -3 | 2
COc1cc(OC)cc(C(=O)N2CCC(N3CCN(c4ccccc4)CC3)CC2)c1 | -3 | -1 | -2 | 2 | -9 | 0 | -1 | 1 | 1
O=c1[nH]cnc2scc(-c3cccs3)c12 | -3 | -5 | 5 | 7 | 2 | 8 | 0 | 5 | 5
CC1=C(C(=O)Nc2ccccc2)C(c2ccccn2)n2ncnc2N1 (stereo not given) | -1 | -2 | -2 | 1 | 4 | 7 | 0 | -2 | 1
CCOC(=O)C(C)Sc1nc(-c2cccs2)ccc1C#N (stereo not given) | -1 | 1 | 0 | -4 | 0 | 3 | 2 | 4 | -5
Cc1cc(C)c2sc(NC(=O)c3ccc([N+](=O)[O-])o3)nc2c1 | 2 | 0 | 4 | 27 | 21 | 4 | 4 | -1 | 2
O=[N+]([O-])c1ccccc1S(=O)(=O)Oc1ccc(C(=S)N2CCOCC2)cc1 | 0 | 0 | 8 | 1 | -2 | 9 | 1 | 1 | 0
CN(C)c1cccc(C(=O)OCC(=O)Nc2ccccc2Cl)c1 | 2 | 0 | 5 | -1 | 54* | -2 | 10 | 9 | 1
Cc1ccc(O)c(NC(=S)NC(=O)/C=C/c2ccccc2)c1 | -2 | -6 | -5 | 4 | 3 | 2 | -2 | -4 | -4
COc1ccc(/C=C(\NC(=O)c2cccs2)C(=O)N2CCOCC2)cc1OC | -5 | 0 | -2 | 2 | 0 | 8 | 3 | 4 | 2
COc1ccc(C(=O)n2nc(-c3ccc(Cl)cc3)nc2N)cc1OC | 0 | 6 | 5 | 1 | 3 | 8 | -1 | 2 | 7
Cc1ccc(S(=O)(=O)c2nnn3c2nc(Nc2cccc(C)c2)c2ccccc23)cc1 | -6 | 0 | -4 | -1 | -5 | -1 | 0 | -2 | 2
Nc1ncnc2oc(-c3ccco3)c(-c3ccco3)c12 | -7 | 3 | -4 | 56* | 50* | 37* | 42* | 3 | 21
O=C(CN1N=C(c2ccccc2)CCC1=O)NCCN1CCc2ccccc2C1 | -2 | -2 | -2 | 5 | 2 | 7 | 4 | 0 | 6
Brc1cc2c(cc1CN1CCc3ccccc3C1)OCO2 | -4 | -1 | -5 | 5 | -3 | 7 | 2 | 7 | 1
CCOC(=O)C1CCCN(C(=O)CN2C(=O)NC(C)(c3ccc4ccccc4c3)C2=O)C1 (stereo not given) | 3 | -4 | 11 | 0 | 3 | -1 | 4 | -2 | 9
C/C(CC(=O)Nc1ccc(C)c(Cl)c1)=N\NC(=O)C1CCCCC1 | 2 | 2 | 0 | -1 | 13 | 4 | 1 | 1 | 5
CC(C)Oc1ccc(CNC(=O)C2CCCN(S(=O)(=O)N3CCOCC3)C2)cc1 (stereo not given) | -1 | -2 | -8 | -4 | -9 | 6 | 2 | -4 | 1
COC(=O)c1cc(OC)c(OC)cc1NC(=O)CSc1nnc(-c2cccnc2)n1C | 1 | -4 | -2 | 0 | 9 | 4 | -5 | -4 | 6
O=C(COc1ccccc1C(=O)Nc1ccccc1)c1ccc(F)cc1 | -1 | 3 | -4 | 2 | 1 | 3 | 0 | 1 | 1
CCC(C(=O)N1CCN(c2cccc(Cl)c2)CC1)c1ccccc1 (stereo not given) | -1 | 1 | -5 | 3 | 1 | 3 | 13 | 1 | 5
O=C(Nc1cccc(-c2nc3ncccc3o2)c1)c1cc2ccccc2o1 | -23 | 3 | -28 | -22 | -7 | -4 | -12 | -25 | -2
COc1ccc(NC(=O)CN(C)C(=O)c2sc3ccccc3c2Cl)cc1 | -1 | -4 | -3 | -1 | 2 | 4 | -4 | 10 | 0
Cc1ccsc1C(=O)OCC(=O)c1ccc[nH]1 | -2 | -3 | -1 | x | 6 | 3 | 4 | -5 | 3
O=C(N/C(=C/c1ccco1)C(=O)N1CCCCC1)c1cccs1 | 0 | -1 | 3 | -2 | 0 | 12 | 5 | -1 | -1
COc1ccc(S(=O)(=O)N2CCCC(C(=O)N3CCOCC3)C2)cc1C (stereo not given) | 9 | -2 | 6 | 7 | 1 | -1 | 3 | 3 | -1
CSc1ccccc1NC(=O)CN(C)CC(=O)Nc1cc(C)ccc1C | -2 | -1 | -1 | 6 | 3 | 2 | 0 | 17 | 0
Cc1[nH]c(=O)[nH]c(=O)c1S(=O)(=O)N1CCN(c2cccc(Cl)c2)CC1 | -1 | -6 | -3 | -2 | -8 | 4 | 4 | -2 | 0
Cc1cc(C)nc(SCc2ccc(C(=O)N/N=C/c3cccc(O)c3O)cc2)n1 | -11 | -5 | 17 | -44 | 0 | 37* | 32* | 26* | 21

The list is partial; the hit share may differ from the screen's.
